# Integrin act MD: integrin-mediated muscular dystrophy alleviation activation. Potency, µM (highest dose often 38.3 µM), without a hit: at the top dose activation, hits mostly activators. alpha7betagal myoblasts, beta-gal FDG fluorescence, 48 h. 350,000 compounds, 0.064% hits;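 further: potency means the concentration at half of the fitted maximal effect; 100% = response of the positive control SU9516; nearly all actives have a fitted effect of over 60% in size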
#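 Alpha7betagal+/- myoblasts (passage 13) were plated 16-24 hr, then exposed to compounds (1:260 dilution of DMSO stock) for 48 hours at 37C. After MPER lysis, β-galactosidase reporter activity was read as FDG fluorescence (ex 480/em 540) after 30 minutes.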
# A-T KAP1 phos: potential ataxia-telangiectasia treatments restoring KAP-1 phosphorylation | […] A-T fibroblasts, KAP-1 phosphorylation AlphaLISA; neocarzinostatin DNA damage 30 min before lysis | Potency, µM (doses to about 57.5 µM), for inactives: at the highest dose activation, actives largely listed as activators | 320,000 compounds, 0.19% hits | AID 485349; further: potency means the concentration at half of the fitted maximal effect; % of control where 0% means no effect; nearly all actives have a fitted effect of over 45% in size
#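 hTERT-immortalized A-T patient fibroblasts ([…]), 500 cells/well in OPTI-MEM, 1% FBS, got compounds for 60 min, then NCS for 30 min at 37C. Lysates were then assayed for phospho-KAP-1 by AlphaLISA (anti-pKAP1 donor, anti-KAP1 acceptor beads), 6 hr at 25C.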
# MBNL1-CUG inh: MBNL1-poly(CUG) RNA binding inhibition; AID 2675; 280,000 compounds, 0.036% hits; Q9NR56; Potency, µM (doses to about 57.5 µM), inactives show at the highest dose activity change, negative = inhibition, hits mostly inhibitors; TR-FRET MBNL1-His/biotin-(CUG)12 binding, 665/545 ratio; active means well fitted inhibition curve with a large enough effect in the signal ratio, with a control signal flat, not every such curve was filed as active; inconclusive means small, poorly fitted or top-dose-only effect, or effect the other way, or a change in a side signal; inactive means no such curve, though single readings can be large or run the other way; the % refers to the signal ratio; further: potency means the concentration at half of the fitted maximal effect; on the % scale 0 is the no-effect control and ±100 the full control effect
#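 Compounds (final 92 nM to 58 uM) are added to His-tagged MBNL1 and biotin-(CUG)12, then terbium anti-His antibody and streptavidin-XL665 (5 nM final). After 60 min at room temperature, the 665/545 nm ratio is read.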
# S-ASM inh: inhibitors of human secretory acid sphingomyelinase; Potency, µM (doses to about 57.5 µM), for inactives: top-dose activity change, negative = inhibition, hits mostly inhibitors; 340,000 compounds, 0.006% hits; placental ASM, HMU-PC fluorogenic substrate, 60 min; further: potency means the concentration at half of the fitted maximal effect
#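 Steps: dispense placental human ASM, pin compound, wait 10 min at room temperature, add HMU-PC0 substrate at 9 uM final, incubate 60 min at 37 °C, add stop solution raising pH to 10, read fluorescence.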
# TCR activator: T cell receptor activation. primary human leukocytes, anti-CD3, IL-2 HTRF, 48 h. Potency, µM (doses to about 9.22 µM), for inactives: at the highest dose activation of IL-2 secretion, actives largely listed as activators. 330,000 tested, under 10 active; further: % of control where 0% means no effect
#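 Using a-CD3 beads without co-stimulation, primary human leukocytes were exposed to compounds for 48 hr. An HTRF IL-2 kit measured the cytokine, with europium-to-d2 energy transfer producing emission at 665nm upon 320nm excitation.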
# Mito fusion yeast: blocks mitochondrial division or promotes mitochondrial fusion. S. cerevisiae fusion-defective mutant growth rescue, CellTiterGlo 48 h. Potency, µM (highest dose often 46.1 µM), for the others: at the top dose growth rescue (activation), actives largely listed as activators. 320,000 compounds, 0.23% hits. AID 485298;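 further: potency means the concentration at half of the fitted maximal effect; % of control where 0% means no effect; nearly all actives have a fitted effect of over 45% in size; temperature-sensitive fusion mutants such as fzo1-1 at 37 °C on non-fermentable ethanol glycerol medium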
#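 Yeast fusion mutant, YPEG (non-fermentable carbon), compound, 48 h at 37C non-permissive; CellTiterGlo added, 10 min RT, luminescence read. Rescued growth = division inhibition.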
# Menin MLL FP TR: displaces Texas Red mutant MLL peptide from human menin; Potency, µM (titrated, usually from 61.6 µM), for inactives: top-dose FP activity change, negative = inhibition, actives largely listed as inhibitors; Menin + Texas Red MLL mutant peptide, fluorescence polarization; O00255; 270,000 compounds, 0.23% hits; active means well fitted inhibition curve with a large enough effect in the polarisation, with a control signal flat, not every such curve was filed as active; inconclusive means small, poorly fitted or top-dose-only effect, or effect the other way, or a change in a side signal; inactive means no such curve, though single readings can be large or run the other way; the % refers to the polarisation; further: potency means the concentration at half of the fitted maximal effect; % of control where 0% means no effect; many of its hits are not listed in these tables
# Target sequence (O00255 whole entry, looked up): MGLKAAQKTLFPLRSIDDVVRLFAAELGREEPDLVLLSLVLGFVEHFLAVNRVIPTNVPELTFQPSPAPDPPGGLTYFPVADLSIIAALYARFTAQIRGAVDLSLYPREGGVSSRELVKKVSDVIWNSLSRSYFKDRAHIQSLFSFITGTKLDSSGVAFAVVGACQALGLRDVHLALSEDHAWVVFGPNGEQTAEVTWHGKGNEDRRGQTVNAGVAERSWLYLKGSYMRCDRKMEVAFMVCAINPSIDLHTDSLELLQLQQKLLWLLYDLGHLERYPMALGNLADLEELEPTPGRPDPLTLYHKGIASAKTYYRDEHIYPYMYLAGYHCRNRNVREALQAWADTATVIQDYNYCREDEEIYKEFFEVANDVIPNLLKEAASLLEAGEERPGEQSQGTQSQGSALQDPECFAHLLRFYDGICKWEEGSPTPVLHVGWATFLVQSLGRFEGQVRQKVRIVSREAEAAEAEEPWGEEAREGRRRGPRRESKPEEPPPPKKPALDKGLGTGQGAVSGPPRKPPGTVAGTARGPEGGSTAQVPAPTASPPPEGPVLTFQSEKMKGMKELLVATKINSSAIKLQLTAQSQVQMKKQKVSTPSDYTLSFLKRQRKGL
# MLL CXXC-DNA inh: blocks binding of human MLL CXXC domain to DNA; MLL-CXXC / FITC-HOXA9 DNA fluorescence polarization; Potency, µM (titrated, usually from 115 µM), inactives show at the top dose activity change, negative = inhibition, actives largely listed as inhibitors; Q03164; 290,000 compounds, 0.037% hits; AID 2662; active means well fitted inhibition curve with a large enough effect in the polarisation, with a control signal flat, not every such curve was filed as active; inconclusive means small, poorly fitted or top-dose-only effect, or effect the other way, or a change in a side signal; inactive means no such curve, though single readings can be large or run the other way; the % refers to the polarisation; further: potency means the concentration at half of the fitted maximal effect
#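 Fluorescence polarization: 7 uM MLL-CXXC (stock) preincubated 5 min with compounds, then 50 nM fluorescein-HOX-A9 DNA (stock) added; 30 min ambient. Buffer 50 mM Tris-HCl pH 7.5, 50 mM NaCl, 1 mM DTT, 0.05% BSA.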
# PTAP TSG101 blk: blocks PTAP/TSG101 interaction to inhibit HIV-1 budding; Q99816; Fluorescence polarization, FITC-PTAP peptide / Tsg101 binding; Potency, µM (highest dose often 115 µM), without a hit: at the top dose activity change, negative = inhibition, most hits filed as inhibitors; 340,000 tested, under 10 active; AID 493005; active means well fitted inhibition curve with a large enough effect in the main read-out, with a control signal flat, not every such curve was filed as active; inconclusive means small, poorly fitted or top-dose-only effect, or effect the other way, or a change in a side signal; inactive means no such curve, though single readings can be large or run the other way; further: potency means the concentration at half of the fitted maximal effect; % of control where 0% means no effect
# Target sequence (Q99816 whole entry, looked up): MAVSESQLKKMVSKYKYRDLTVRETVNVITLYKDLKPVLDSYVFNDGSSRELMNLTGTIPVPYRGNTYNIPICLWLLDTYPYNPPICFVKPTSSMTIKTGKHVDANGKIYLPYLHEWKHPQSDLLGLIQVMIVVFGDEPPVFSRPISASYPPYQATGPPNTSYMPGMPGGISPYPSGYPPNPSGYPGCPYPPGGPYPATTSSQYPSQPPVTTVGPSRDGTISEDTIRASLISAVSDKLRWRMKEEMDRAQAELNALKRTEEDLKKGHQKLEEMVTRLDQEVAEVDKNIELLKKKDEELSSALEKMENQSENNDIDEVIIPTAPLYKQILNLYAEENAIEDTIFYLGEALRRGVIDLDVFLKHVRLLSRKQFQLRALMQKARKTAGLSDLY
#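 Fluorescence polarization binding of Tsg101 binding domain (10 uM final) to FITC-labeled PTAP peptide (50 nM final) in HEPES pH 7.5 buffer with NaCl, Tween 20, EDTA, TCEP. Compounds added before peptide; binding 20 min at RT.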
# TSHR antag: antagonists of human thyroid stimulating hormone receptor | P16473 | TSHR-expressing cells, TSH-stimulated cAMP HTRF, 2 h; active compounds read low | activity change, negative = inhibition, % at 11.5 µM | 330,000 compounds, 0.2% hits | AID 504810;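 active means activity change below a set negative limit, meaning inhibition stronger than a set level, cut at about -70% in these data; inconclusive means activity change between two set negative limits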; further: on the % scale 0 is the no-effect control and ±100 the full control effect
#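 TSHR-expressing cells were treated with compounds, then stimulated with TSH at EC80 (4nM final) for 2 hours at 37 deg C. Cellular cAMP was measured by HTRF competition between lysate cAMP and cAMP-d2 for a cryptate-labelled anti-cAMP antibody.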
# * hit, by the source's call; ? = inconclusive; / = not tested or not shown; [ ] = dose if it differs, or a comment. Unless noted, the call rests on the fitted dose curve; in most records, active means well fitted curve in the direction sought with a large enough effect; inconclusive means small, poorly fitted or top-dose-only effect, or another doubt; inactive means no such curve, though single readings can be large; an effect the other way counts as inactive or inconclusive. These rows are one share of the data; count on the stated rates, not on these rows.
# Order of values – Integrin act MD	A-T KAP1 phos	MBNL1-CUG inh	S-ASM inh	TCR activator	Mito fusion yeast	Menin MLL FP TR	MLL CXXC-DNA inh	PTAP TSG101 blk	TSHR antag
CCC(C(=O)NCCN1CCN(C)CC1)n1c(C)c2cnn(-c3ccccc3)c(=O)c2c1C (stereo not drawn)
→ 7%	-7%	-6%	-7%	-13%	-1%	2%	-2%	-4%	1
CCOP(=O)(OCC)c1nc(-c2ccccc2)oc1N1CCCCC1
→ 1%	-6%	5%	6%	-2%	33%	32µM*	7%	-3%	-2
CN(c1nc(-c2ccc(Br)cc2)cs1)C1CCS(=O)(=O)C1 (stereo not drawn)
→ -21%	3%	4%	-22%	2%	-28%	5%	1%	-1%	-12
CCCN(c1ccccc1C(=O)O)S(=O)(=O)c1ccc2c(c1)n(C)c(=O)n2C
→ 1%	24%	-11%	-1%	3%	3%	0%	12%	0%	5
CCc1ccc2c(c1)c1nnc(NN)nc1n2C
→ -23%	-2%	/	-8%	-4%	9%	/	6%	-2%	-11
COc1ccc2c(C)c(Cc3ccccc3)c(=O)oc2c1OC
→ -7%	4%	10%	1%	4%	-6%	-20%	-1%	-3%	-2
CCC(CC)C(=O)NCc1ccc(Cl)cc1
→ 13%	-1%	-1%	2%	14%	1%	1%	-5%	-4%	5
O=C(c1cccc(COc2ccc(Cl)cc2Cl)c1)N1CCN(c2ccccn2)CC1
→ -25%	/	-11%	-17%	-3%	21%	-2%	-3%	-2%	/
CCOC(=O)c1[nH]c2ccc(OC)cc2c1NC(=O)c1cccc(OC)c1
→ 8%	-1%	4%	-2%	-1%	7%	48%[activator]	0%	-2%	21
O=C(NNS(=O)(=O)c1ccccc1)c1csc(-c2cccnc2)n1
→ 31%	-8%	11%	3%	-2%	0%	/	-10%	-9%	-3
COc1ccc(S(=O)(=O)N(C)C[C@H]2Oc3ccc(NC(=O)CCC(F)(F)F)cc3C(=O)N([C@H](C)CO)C[C@@H]2C)cc1
→ -5%	0%	/	-1%	1%	/	/	/	1%	23
COC(=O)c1ccc(C23CC4(C2)[C@H](CN(Cc2cccnc2)[C@@H]4c2ccccc2)C3c2ccccc2)cc1 (stereo partly drawn)
→ 0%	-6%	1%	-15%	-2%	-27%	-2%	15%	9%	3
CSc1ncccc1C(=O)N1CCN(C(=O)c2ccccc2)CC1
→ ?	-4%	-6%	5%	1%	9%	1%	57%[activator]	-3%	12
C/C=C(\C)CN1CCC(Oc2cc(C(=O)NC3CC3)ccc2OC)CC1
→ 14%	3%	0%	3%	0%	0%	/	-7%	-2%	7
CCOC(=O)C(=CNc1nc2ccc(C(=O)OCC)cc2s1)C(=O)OCC
→ 37%	1%	0%	21%	2%	-5%	/	-2%	1%	-4
CCCCC[n+]1ccn(-c2nc3ccccc3nc2[N-]S(=O)(=O)c2ccc(C)cc2)c1
→ -19%	-5%	22%	/	-1%	1%	?	-5%	-13%	11
O=C1CCN(CCCc2ccccc2)CCN1[C@H](CO)Cc1ccccc1
→ -24%	5%	-2%	4%	-5%	-4%	8%	-2%	-12%	-2
CCN(CC)c1ccc(NC(=O)c2cnc3ccccn3c2=O)c(C)c1
→ -39%	-1%	0%	-12%	/	-10%	-14%	-6%	/	2
Cc1ccc(CN2CC(C(=O)Nc3ccc(F)c([N+](=O)[O-])c3)CC2=O)cc1 (stereo not drawn)
→ -18%	-6%	?	-2%	-22%	-6%	26%	2%	-1%	-8
O=C(COC(=O)CCN1C(=O)/C(=C\C=C\c2ccccc2)SC1=S)Nc1cc(F)ccc1F
→ -22%	-6%	18%	-7%	-1%	-1%	?	?	-1%	-10
COc1nc(OC)nc(N2CCC(C(=O)NCc3cccs3)CC2)n1
→ -5%	3%	2%	2%	10%	2%	-7%	6%	-5%	20
Cc1ccc(C2(C)NC(=O)N(CC(=O)Nc3cc(S(=O)(=O)N(C)C)ccc3C)C2=O)cc1 (stereo not drawn)
→ -25%	-3%	-5%	2%	6%	1%	16%	-6%	-11%	7
CCCNC(=O)COc1ccccc1[N+](=O)[O-]
→ -8%	-5%	-1%	2%	-5%[46.1 µM]	0%	11%	10%	-4%	15
O=c1c2ccccc2nc2ccc(NCc3cccs3)nn12
→ 14%	-2%	?	59%[activator]	5%	4%	-9%	17%	0%	-4
O=C(CSc1nc2nn(-c3ccccc3)c(=O)c-2c2n1CCCCC2)c1ccc(OC(F)F)cc1
→ -10%	18%	/	-14%	-7%	/	/	/	-4%	/
NC(=O)c1c(-c2ccc(Cl)cc2Cl)csc1NC(=O)Cc1ccccc1
→ 12%	0%	/	-3%	-2%[46.1 µM]	-4%	-7%	-4%	0%	-39
CCOC(=O)C1CCCN(C(=O)c2cc3c(C)nc4ccccc4c3o2)C1 (stereo not drawn)
→ -11%	5%	1%	1%	3%	8%	?	-1%	-3%	-15
COc1ccc(NC(=O)CSc2ccccc2)cc1S(=O)(=O)N1CCCCC1
→ -6%	6%	/	-2%	-2%[46.1 µM]	-5%	0%	-3%	-10%	0
COc1cc(O)c(C(CCN2CCCC(C)C2)c2ccc3c(c2)OCO3)c(OC)c1 (stereo not drawn)
→ -28%	0%	-2%	4%	13%	-13%	-19%	8%	-1%	-4
Cn1cccc1C(=O)NCC1CCCCC1
→ -4%	2%	7%	-1%	8%	-1%	-10%	?	-4%	10
CCSCCOC(=O)C1=C(C)NC2=C(C(=O)CCC2)C1c1coc2ccccc2c1=O (stereo not drawn)
→ 0%	2%	?	-1%	2%	1%	-14%	1%	-6%	38
CN(C)CCCNc1ncnc2c1c(-c1ccccc1)cn2-c1ccccc1
→ -32%	26%	3%	0%	2%	-2%	-6%	-1%	1%	18
Cc1ccsc1/C=C1\SC(N2CC(C)OC(C)C2)=NC1=O (stereo not drawn)
→ 4%	0%	/	-10%	0%[46.1 µM]	6%	-1%	4%	-2%	-2
CC(CN1CCC(n2nccc2NC(=O)CCCc2ccccc2)CC1)c1ccccc1 (stereo not drawn)
→ -34%	2%	0%	5%	-1%	-2%	/	-1%	-5%	-9
Cc1ccc2c(c1)C(=O)CC(c1ccc3c(c1)OCCO3)O2 (stereo not drawn)
→ 7%	3%	-2%	6%	0%	-35%[inhibitor]	11%	58%[activator]	-1%	3
Cc1ccc2cc(CNC(C)C)c(=O)[nH]c2c1
→ 0%	0%	?	7%	2%	1%	0%	5%	-3%	2
Cc1cnc(C(=O)Nc2ccc(S(=O)(=O)N(C(C)C)C(C)C)cc2)cn1
→ -8%	-1%	-4%	-2%	-1%	1%	-24%	7%	-3%	-18
CC(=O)OCC(=O)[C@@]1(O)CC[C@H]2[C@@H]3CCC4=CC(=O)C=C[C@]4(C)[C@H]3C(=O)C[C@@]21C
→ 18%	11%	-5%	6%	3%	7%	-18%	14%	0%	-25
CCOc1ccc2nc(Cl)c(CN(C(=O)c3cnccn3)C3CCCC3)cc2c1
→ -4%	-3%	/	2%	-1%	19%	6%	0%	0%	-5

# Menin MLL FP TR, what is marked active above
compound	Integrin act MD	MBNL1-CUG inh	S-ASM inh	TCR activator	Mito fusion yeast	Menin MLL FP TR	MLL CXXC-DNA inh	PTAP TSG101 blk	TSHR antag
CCOP(=O)(OCC)c1nc(-c2ccccc2)oc1N1CCCCC1	1%	5%	6%	-2%	33%	32µM*	7%	-3%	-2

# An excerpt from further up, for reference:
# Order of values – Integrin act MD	A-T KAP1 phos	MBNL1-CUG inh	S-ASM inh	TCR activator	Mito fusion yeast	Menin MLL FP TR	MLL CXXC-DNA inh	PTAP TSG101 blk	TSHR antag
COc1nc(OC)nc(N2CCC(C(=O)NCc3cccs3)CC2)n1
→ -5%	3%	2%	2%	10%	2%	-7%	6%	-5%	20
Cc1ccc(C2(C)NC(=O)N(CC(=O)Nc3cc(S(=O)(=O)N(C)C)ccc3C)C2=O)cc1 (stereo not drawn)
→ -25%	-3%	-5%	2%	6%	1%	16%	-6%	-11%	7
CCCNC(=O)COc1ccccc1[N+](=O)[O-]
→ -8%	-5%	-1%	2%	-5%[46.1 µM]	0%	11%	10%	-4%	15
